Screening results from PubChem BioAssay.
Growth percent in the NCI-60 one-dose screen (48 h, 10 µM unless noted): 100 = growth as untreated, 0 = no growth, -100 = all killed.
NCI-H226: NCI-H226 lung cancer; 79,000 tested, 3.5% active
HCT-116: HCT-116 colon cancer | 82,000 tested, 7.3% active | AID 1794798
HCT-15: HCT-15 colon cancer | 82,000 tested, 5.2% active | AID 1794746
HT29: HT29 colon cancer | 81,000 tested, 7.4% active | AID 1794748
KM12: KM12 colon cancer cells. AID 1794800. 82,000 tested, 5% active
NCI-H322M: NCI-H322M lung cancer; AID 1794733; 80,000 tested, 2.7% active
COLO 205: COLO 205 colon cancer; AID 1794742; 79,000 tested, 7.3% active
NCI-H460: NCI-H460 lung cancer. 82,000 tested, 6.8% active. AID 1794736
SW-620: SW-620 colon cancer | 82,000 tested, 5.2% active | AID 1794795
Active calls of the source: *; nt = no result given; & = joins results of further samples. Rule for the calls: active = growth percent below 10; inactive = the rest.

SMILES | NCI-H226 | HCT-116 | HCT-15 | HT29 | KM12 | NCI-H322M | COLO 205 | NCI-H460 | SW-620
CC(C)CCNc1ncnc2c1cnn2C | 101 | 102 | 114 | 104 | 106 | 107 | 115 | 110 | 110
CCNC(=O)C1COc2ccccc2O1 (stereo not drawn) | 93 | 91 | 97 | 95 | 107 | 106 | 101 | 105 | 103
CC(C)=CC/C=C(/C)[C@H]1CC[C@]2(C)[C@@H]1CC[C@@H]1[C@@]3(C)C/C(=C/c4ccncc4)C(=O)C(C)(C)[C@@H]3CC[C@]12C | 101 | 83 | 93 | 108 | 101 | 104 | 129 | 102 | 112
COc1ccc(C(=O)COc2nc(-c3cccnc3)cc(-c3ccc(OC)c(OC)c3)c2C#N)cc1 | 94 | 91 | 105 | nt | 101 | 94 | 105 | 104 | 105
Cc1cccc(/C=N/Nc2cc(C)c3cccc(C)c3n2)n1 | 87 | 65 | nt | 85 | 98 | 100 | 96 | 93 | 95
O=c1[nH]nc(-c2ccc(Cl)cc2)cc1Cc1ccccc1 | 80 | 93 | 103 | 108 | 102 | 155 | 116 | 104 | 105
CN1CN(NC(=O)Nc2ccccc2)C(=O)c2ccccc21 | 124 | 101 | 107 | 122 | 116 | 109 | 112 | 112 | 112
c1cc(-c2nnc(SSc3ncnc4nc[nH]c34)o2)ccn1 | 53 | 17 | 37 | 19 | 46 | 56 | 68 | 48 | 35
CC(=O)CC(C)(C)c1ccccc1 | 114&105 | 108&100 | 112&102 | 122&91 | 117&108 | 115&106 | 110&112 | 110&106 | 110&99
COc1ccc(C(C)=O)cc1S(=O)(=O)Nc1c(N)nc(N)nc1N | 91 | 88 | 102 | 85 | 108 | 99 | 128 | 107 | 101
CC(C)(C)OC(=O)Nc1ccc(Nc2nc(NCCN3CCOCC3)ncc2[N+](=O)[O-])cc1 | 109 | 92 | 101 | 106 | 102 | 101 | 106 | 103 | 98
O=c1[nH]c2ccccc2c(O)c1CCCC1CCCCC1 | 82 | 90 | 97 | 95 | 98 | 120 | 105 | 101 | 103
COc1ccccc1NC(=O)C1=C(C)NC(C)=C(C(=O)Nc2ccccc2OC)C1c1cccc([N+](=O)[O-])c1 | 75 | 45 | 64 | 76 | 67 | 91 | 89 | 68 | 88
NNC(=O)c1cccc2ccccc12 | 95 | 102 | 108 | 102 | 117 | 110 | 117 | 114 | 106
O=C(O)C(CBr)c1ccccc1 (stereo not drawn) | 104 | 98 | 112 | 99 | 107 | 73 | 111 | 113 | 103
COc1cccc2occ(/C=N/N=c3/sc(C(C)=O)nn3-c3ccc(Cl)cc3)c(=O)c12 | 99 | 99 | 93 | 105 | 101 | 101 | 108 | 101 | 95
CCOc1ccc(-n2nc(C(=O)NCc3cc(F)cc(F)c3)nc2-c2cc(OC)c(OC)c(OC)c2)cc1 | 65 | 50 | 61 | 62 | 66 | 62 | 65 | 66 | 91
COc1cc(-c2cc(-c3ccc(Nc4ncnc5cc(Cl)ccc45)cc3)nc(N3CCCCC3)n2)cc(OC)c1OC | 99 | 103 | 100 | 88 | 98 | 95 | 110 | 95 | 98
CCOC(=O)CC(=O)N(c1ccc(OC)cc1)C(C(=O)OC)c1ccccc1 (stereo not drawn) | 97 | 103 | 97 | 100 | 101 | 94 | 98 | 113 | 109
CC(C)(Oc1ccc(Cl)cc1)C(=O)O | 95 | 98 | 104 | 95 | 108 | 104 | 105 | 114 | 108

Molecules above that contain a COOH group, in the order listed:
SMILES | NCI-H226 | HCT-116 | HCT-15 | HT29 | KM12 | NCI-H322M | COLO 205 | NCI-H460 | SW-620
O=C(O)C(CBr)c1ccccc1 (stereo not drawn) | 104 | 98 | 112 | 99 | 107 | 73 | 111 | 113 | 103
CC(C)(Oc1ccc(Cl)cc1)C(=O)O | 95 | 98 | 104 | 95 | 108 | 104 | 105 | 114 | 108

Following part
SMILES | NCI-H226 | HCT-116 | HCT-15 | HT29 | KM12 | NCI-H322M | COLO 205 | NCI-H460 | SW-620
CCNc1cc2nc(-c3ccccc3)nn(-c3ccccc3)c-2cc1=O | 93 | 99 | 104 | 101 | 103 | 99 | 100 | 97 | 101
N#Cc1c(Nc2ccc(Cl)cc2)nn2cc(-c3nc4ccccc4s3)c(N)nc12 | 84 | 97 | 97 | 106 | 103 | 101 | 108 | 107 | 100
O=C(O)CC1CCc2ccccc21 (stereo not drawn) | 106 | 103 | 105 | 102 | 113 | 108 | 99 | 118 | 114
CCCNc1nc(C)[nH]c(=O)c1S | 122 | 108 | 97 | 108 | 107 | 85 | 115 | 111 | 121
COc1cc(/C=N/NC(=S)NNC(=S)NC2CC2)cc(OC)c1OC | 103 | 98 | 94 | 111 | 97 | 97 | 107 | 100 | 99
Cc1cc(=O)n2c(nc3ccccc32)s1 | 110 | 117 | 97 | 104 | 100 | 102 | 115 | 104 | 100
O=C(N=Nc1c(O)[nH]c2ccc(Cl)cc12)c1cc2ccccc2[nH]1 | 96 | 92 | 96 | 110 | 100 | 100 | 123 | 100 | 109
COc1cc2c(O)n(CCCn3ccnc3)c3c4cnc5cccc(c(=O)c3c2cc1OC)c54 | 42 | nt | 95 | 34 | 61 | 78 | 33 | 6.8* | 20
O=C(Nc1ncc(Cc2cc(C(F)(F)F)ccc2Cl)s1)C(=S)N1CCOCC1 | 88 | 82 | 79 | 95 | 98 | 95 | 96 | 100 | 93
CCCCC[C@@H]1Cc2cc(O)c(C(=O)O)c3c2[C@H](C[C@]2(OC[C@@H](CC(=O)[C@@](C)(CC)C(=O)OC)[C@@H]2C)O3)O1 | 92 | 111 | 92 | 116 | 105 | 105 | 145 | 109 | 111
CN(C)c1ccc(/C=N/Nc2nc3c([nH]2)c(=O)n(C)c(=O)n3C)cc1 | 109&96 | 105&107 | 101&114 | 99&102 | 108&115 | 103&109 | 128&118 | 110&108 | 113&111
N#Cc1nc(-c2ccc(F)cc2)oc1S(=O)(=O)N1CCOCC1 | 82 | -18* | -30* | 36 | 102 | 102 | -36* | 107 | -78*
O=C1NC(=C(Cl)Cl)/C(=N/S(=O)(=O)N2CC(C(=O)O)C2)N1 | 102 | 99 | 104 | 115 | 113 | 103 | 112 | 108 | 101
O=c1oc2c(cnc3ccccc32)cc1Sc1ccc(Cl)cc1 | 105 | 100 | 101 | 106 | 103 | 107 | 109 | 104 | 102
NS(=O)(=O)c1ccc(CCn2c(SCC(=O)N/N=C/c3ccccc3[N+](=O)[O-])nc3ccccc3c2=O)cc1 | 84 | 70 | 80 | 71 | 79 | 97 | 92 | 94 | 92
O=C(NCCNCc1ccccc1)c1ccccc1 | 93 | 101 | 91 | 96 | 98 | 95 | 114 | 104 | 93
COc1cc(Cn2c(SCC(=O)Nc3ccc(F)cc3)nc3ccccc3c2=O)cc(OC)c1OC | 63 | 90 | 101 | 112 | 106 | 95 | 108 | 93 | 106
Cc1ccc(CCC=O)cc1 | 107 | 91 | 99 | nt | 106 | 114 | 120 | 103 | 99
O=[N+]([O-])c1ccc(-c2ccccc2-c2ccccc2)cc1 | 67 | 43 | 89 | 71 | 89 | 100 | 99 | 88 | 79
N#CCCN1C/C(=C/c2ccc(Cl)cc2)C(=O)/C(=C/c2ccc(Cl)cc2)C1 | -57* | -54* | 2.0* | -36* | nt | -22* | -84* | -50* | -48*

Part of the list above in another layout:
canonical_smiles	NCI-H226	HCT-116	HCT-15	HT29	KM12	NCI-H322M	COLO 205	NCI-H460	SW-620
CC(C)=CC/C=C(/C)[C@H]1CC[C@]2(C)[C@@H]1CC[C@@H]1[C@@]3(C)C/C(=C/c4ccncc4)C(=O)C(C)(C)[C@@H]3CC[C@]12C	101	83	93	108	101	104	129	102	112
O=C(O)CC1CCc2ccccc21 (stereo not drawn)	106	103	105	102	113	108	99	118	114

Single records, from the list above:
COc1cc(/C=N/NC(=S)NNC(=S)NC2CC2)cc(OC)c1OC in the list: NCI-H226 = 103; HCT-116 = 98; HCT-15 = 94; HT29 = 111; KM12 = 97; NCI-H322M = 97; COLO 205 = 107; NCI-H460 = 100; SW-620 = 99
Cc1ccc(CCC=O)cc1 in the list: NCI-H226 = 107; HCT-116 = 91; HCT-15 = 99; HT29 = nt; KM12 = 106; NCI-H322M = 114; COLO 205 = 120; NCI-H460 = 103; SW-620 = 99

Molecules shown so far that contain fluorine (4):
SMILES | NCI-H226 | HCT-116 | HCT-15 | HT29 | KM12 | NCI-H322M | COLO 205 | NCI-H460 | SW-620
CCOc1ccc(-n2nc(C(=O)NCc3cc(F)cc(F)c3)nc2-c2cc(OC)c(OC)c(OC)c2)cc1 | 65 | 50 | 61 | 62 | 66 | 62 | 65 | 66 | 91
O=C(Nc1ncc(Cc2cc(C(F)(F)F)ccc2Cl)s1)C(=S)N1CCOCC1 | 88 | 82 | 79 | 95 | 98 | 95 | 96 | 100 | 93
N#Cc1nc(-c2ccc(F)cc2)oc1S(=O)(=O)N1CCOCC1 | 82 | -18* | -30* | 36 | 102 | 102 | -36* | 107 | -78*
COc1cc(Cn2c(SCC(=O)Nc3ccc(F)cc3)nc3ccccc3c2=O)cc(OC)c1OC | 63 | 90 | 101 | 112 | 106 | 95 | 108 | 93 | 106

(cont.)
SMILES | NCI-H226 | HCT-116 | HCT-15 | HT29 | KM12 | NCI-H322M | COLO 205 | NCI-H460 | SW-620
COc1ccc(NC(N)=O)cc1 | 107 | 97 | 107 | 104 | 101 | 116 | 106 | 108 | 107
CCn1c(Sc2nnc(NC(=O)CCSC(=S)N3CCCC3)s2)nc2c1c(=O)n(C)c(=O)n2C | 90 | 102 | 101 | 101 | 101 | 97 | 116 | 102 | 95
Cc1nc(C(=O)O)cc([N+](=O)[O-])c1C | 103 | 92 | 96 | 108 | 103 | 104 | 117 | 100 | 114
CCOC(=O)c1c(NC(=O)c2ccccc2)sc2c1CCC(=O)C2 | 98 | 89 | 59 | 76 | 71 | 90 | 110 | 85 | 42
Cc1nc2ncc(-c3ccc4ncnc(NCc5ccccc5)c4c3)cc2[nH]1 | 65 | 78 | 103 | 83 | 78 | 66 | 84 | 89 | 82
NC1=C(O)C(=O)C(/C=C/c2ccccc2)O1 (stereo not drawn) | 83 | 101 | 100 | 114 | 99 | 93 | 122 | 103 | 102
O=C1Nc2ccccc2C12NN=C1Oc3ccccc3C12 (stereo not drawn) | 90 | 107 | 106 | 107 | 99 | 102 | 116 | 103 | 99
Clc1ccc2c(OCCCn3ccnc3)c3oc4ccccc4c3nc2c1 | 56 | 37 | 41 | 46 | 78 | 66 | 70 | 51 | 43
Brc1cccc(OCCCCn2ccnc2)c1 | 87 | 89 | 89 | 84 | 100 | 90 | 90 | 98 | 87
COc1ccc(/C=C2\C=C(c3nc4ccccc4s3)N(Cc3ccccc3)C2=O)cc1 | 94 | 101 | 104 | 102 | 98 | 100 | 104 | 101 | 90
COc1cc(C2CC(c3ccc(Cl)cc3)=NN2C(C)=O)ccc1Oc1ccnc2cc(Cl)ccc12 (stereo not drawn) | 20 | 24 | 92 | 28 | 74 | 53 | 26 | 31 | 66
CC1CN(C=O)CC(C)N1CCN1C(C)CN(C=O)CC1C (stereo not drawn) | 103 | 100 | 106 | 109 | 112 | 100 | 113 | 112 | 105
COc1ccc(Cc2nc(C#N)c(N3CCN(c4ccc(F)cc4)CC3)o2)cc1 | 74 | 78 | 76 | 80 | 79 | 99 | 103 | 104 | 98
COc1ccc(-c2cc(C(=O)c3cc([N+](=O)[O-])ccc3O)c[nH]c2=O)cc1 | 101 | 91 | 97 | 104 | 98 | 88 | 106 | 98 | 94
CCn1c(Sc2nnc(NC(=O)CN3CCCCC3)s2)nc2c1c(=O)n(C)c(=O)n2C | 100 | 106 | 101 | 111 | 106 | 106 | nt | 108 | 101
Nc1c(C(=O)c2ccc3c(c2)OCO3)sc2nc3c(cc12)CN(Cc1ccccc1)CC3 | 82 | 83 | 69 | 85 | 62 | 108 | 89 | 100 | 99
Cn1cc(-c2nn3cc(-c4ccc(F)cc4)nc3s2)c2cc(Br)ccc21 | 64 | 96 | 88 | 103 | 93 | 89 | 96 | 93 | 92
Cc1cccc(NC(=O)CN2CCN(c3cc(=O)[nH]c4ccc(F)cc34)CC2)c1 | 93 | 94 | 102 | 108 | 99 | 99 | 107 | 100 | 103
Clc1ccc(N2COc3ccc4ccccc4c3C2)cc1 | 85 | 70 | 44 | 64 | 47 | 86 | 94 | 54 | 66
N#Cc1ccc(N)cc1OCCCN1CCCCC1 | 104 | 107 | 102 | 100 | 99 | 96 | 98 | 106 | 104
Fc1cc(C(F)(F)F)ccc1-c1cnc(Cl)nc1NC1CCCCCC1 | 92 | 89 | 92 | 101 | 99 | nt | 102 | 93 | 98
Nc1nnc(-c2cc(=O)oc3ccc4ccccc4c23)o1 | 96 | 100 | 97 | 106 | 104 | 101 | 112 | 104 | 101
N=C(N)CCCCCCCCC(=N)N | 50 | 49 | 95 | nt | 66 | 60 | 34 | 23 | 79
C=CCS(=O)(=O)CC=C | 104 | 100 | 97 | 86 | 96 | 110 | 119 | 105 | 100
N#C/C(=C\c1ccc([N+](=O)[O-])s1)c1nc2cc(Cl)ccc2s1 | -74* | -36* | -46* | 34 | 81 | 99 | -27* | 6.4* | 1.4*
CCOC(=O)/C=C/COC(=O)[C@@H]1CCCN1C(=O)CNC(=O)OC(C)(C)C | 110 | 86 | 88 | 91 | 103 | 110 | 128 | 105 | 92
CC(NC(=O)/C=C/c1ccco1)C(=O)NC(Cc1ccccc1)C(N)=O (stereo not drawn) | 103 | 94 | 105 | 97 | 107 | 102 | 117 | 112 | 111
C1=CC2=CC=C3C=CC=C4C(c5nc6c7ccccc7c7ccccc7c6[nH]5)=CC(=C1)C2C34 (stereo not drawn) | 24 | 83 | 91 | 102 | 86 | 91 | 120 | 99 | 98
O=c1[nH]c(N2CCNCC2)nc2sc3c(c12)CCCC3 | 90 | 91 | 93 | 91 | 100 | 98 | 95 | 99 | 95
